Assay outcomes as filed in PubChem BioAssay.
EPAC1 agonist – activates human EPAC1 exchange factor; O95398; EPAC1 agonist qHTS, biochemical assay; response scale: 100% = response to 6.5 mM cAMP; Potency, µM (highest dose often 154 µM), inactives show at the top dose activation, hits mostly activators; 0.073% of 360,000 active; AID 720707; note: potency is the fitted concentration of half-maximal effect; nearly all actives have a fitted effect of over 60% in size
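Nucleotide exchange by EPAC1 (100 nM) on Rap1B–BODIPY-GDP (250 nM) in the presence of 50 uM GDP is tracked fluorescently at 480/540 nm over 30 min. Signals are normalized to a 6.5 mM cAMP control.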
IL2 activator – activates IL-2 in a cell-based reporter assay; IL-2 activation reporter assay, cell-based qHTS; stimulated with anti-CD3/CD4/CD28 beads; in transgenic mouse T cells; activation, % (series mostly up to about 46 µM); 0.065% of 360,000 active; in the data active = activation above about 50%; inconclusive = mostly about 30% to 49%; note: 0% is about no effect
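Unstimulated transgenic mouse T cells, 750 per well, received compound and, after 60 minutes, anti-CD3/anti-CD4 bead plus anti-CD28 stimulation. EGFP and DsRed were quantified after 18 hours.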
PLK1 PBD inh – inhibitors of human PLK1 polo-box domain binding | P53350 | Potency, µM, without a hit: max response, negative = inhibition, actives largely listed as inhibitors | 2.8% of 360,000 active | Plk1 PBD binding of FITC phosphopeptide, fluorescence polarization | AID 720504; note: potency is the fitted concentration of half-maximal effect; series mostly up to about 57 µM; % is set by controls: 0 for no effect and ±100 for the full control effect; nearly all actives have a fitted effect of over 65% in size
EPAC2 agonist – activates human EPAC2 exchange factor. Q8WZA2. EPAC2 activation, biochemical qHTS; response scale: 100% = 6.5 mM cAMP response. Potency, µM (top dose mostly 154 µM), without a hit: top-dose activation, actives largely listed as activators. 0.079% of 360,000 active; note: potency is the fitted concentration of half-maximal effect; nearly all actives have a fitted effect of over 50% in size
Target sequence (Q8WZA2 whole entry, looked up): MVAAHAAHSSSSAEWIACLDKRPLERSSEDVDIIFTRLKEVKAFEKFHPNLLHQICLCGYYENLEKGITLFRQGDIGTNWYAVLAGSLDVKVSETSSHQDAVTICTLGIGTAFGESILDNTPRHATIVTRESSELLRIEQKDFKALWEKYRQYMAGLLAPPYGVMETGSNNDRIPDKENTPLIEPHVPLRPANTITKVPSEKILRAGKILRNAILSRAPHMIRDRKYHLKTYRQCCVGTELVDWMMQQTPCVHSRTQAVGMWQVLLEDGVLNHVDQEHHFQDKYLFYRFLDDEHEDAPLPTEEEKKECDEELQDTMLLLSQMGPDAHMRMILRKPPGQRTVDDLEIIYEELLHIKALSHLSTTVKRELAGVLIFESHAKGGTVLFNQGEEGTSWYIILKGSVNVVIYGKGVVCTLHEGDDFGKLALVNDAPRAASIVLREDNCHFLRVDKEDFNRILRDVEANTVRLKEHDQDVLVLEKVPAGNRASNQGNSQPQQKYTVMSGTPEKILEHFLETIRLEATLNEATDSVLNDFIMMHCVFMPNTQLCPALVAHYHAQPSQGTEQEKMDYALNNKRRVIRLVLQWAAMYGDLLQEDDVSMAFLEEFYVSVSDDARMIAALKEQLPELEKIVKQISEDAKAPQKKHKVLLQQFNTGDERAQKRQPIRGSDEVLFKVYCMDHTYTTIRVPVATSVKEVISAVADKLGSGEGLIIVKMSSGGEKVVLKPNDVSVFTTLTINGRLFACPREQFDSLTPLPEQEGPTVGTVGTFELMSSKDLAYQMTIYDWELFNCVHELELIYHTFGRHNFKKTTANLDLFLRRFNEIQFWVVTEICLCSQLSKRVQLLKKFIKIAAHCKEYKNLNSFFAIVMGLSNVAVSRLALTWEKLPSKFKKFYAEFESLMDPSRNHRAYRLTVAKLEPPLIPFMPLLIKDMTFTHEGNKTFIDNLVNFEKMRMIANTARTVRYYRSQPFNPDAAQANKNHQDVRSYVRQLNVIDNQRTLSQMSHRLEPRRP
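In this primary screen, activation is scored as increased exchange of BODIPY-GDP from Rap1B by 100 nM EPAC2, with 50 uM GDP as competitor. Signal is normalized to the 6.5 mM cAMP agonist control.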
WRN helicase inh – blocks human WRN helicase | Q14191 | WRN helicase unwinding, fluorescent forked duplex, kinetic | Potency, µM (titrated, usually from 114 µM), inactives show at the highest dose activity change, negative = inhibition, most hits filed as inhibitors | 0.46% of 360,000 active | AID 651768; note: potency is the fitted concentration of half-maximal effect; % is set by controls: 0 for no effect and ±100 for the full control effect; nearly all actives have a fitted effect of over 55% in size
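Primary qHTS, 1536-well format. 20 nM WRN + compound, 15 min RT; start with 100 nM forked fluorophore/quencher duplex, 2 mM ATP (final); kinetic read ex 525/em 598 nm.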
CCT modulator – changes cytosolic chaperonin activity; purified chaperonin ATPase assay, HTRF ADP detection, 30 min; activity change, % (test concentration not listed), hits read low; 0.3% of 360,000 active; in the data active = activity change below about -30%; note: % is set by controls: 0 for no effect and ±100 for the full control effect
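TRiC (40 or 20 nM final, by batch activity) in 30 mM Tris pH 7.4, 100 mM KCl, 5 mM MgCl2, 1 mM DTT was treated with compound at 76 uM single dose, then 10 uM ATP, 30 min at 37 °C. ADP was read by HTRF Transcreener.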
PI5P4K alpha inh – PI5P4K alpha (human) kinase inhibition | max response, % | PI5P4Kalpha enzyme, ADP-Glo luminescence, 60 min; active compounds read low | AID 652105 | 1.2% of 330,000 active; active = max response of -50% or lower; inconclusive = between -30% and -50%; inactive = -30% or higher; note: value at the top dose of about 77 µM; % is set by controls: 0 for no effect and ±100 for the full control effect
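ADP-Glo luminescence end-point read after a 60 min room-temperature kinase reaction of PI5P4Kalpha plus substrate, initiated with ATP at 5 microM final. Buffer: 0.038 M HEPES pH 7.4, EGTA, 0.1% CHAPS, 5% DMSO.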
EPAC1 antag – EPAC1 (human) antagonism. O95398. 0.14% of 360,000 active. EPAC1 GEF assay, Rap1b-BODIPY-GDP exchange fluorescence. Potency, µM (series often up to 115 µM), for inactives: top-dose activity change, negative = inhibition, usual class: inhibitors;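 note: potency is the fitted concentration of half-maximal effect; plate controls were vehicle for no effect and positive control for full effect; nearly all actives have a fitted effect of over 50% in size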
Active calls of the source: *; u = inconclusive; x = no result given; [ ] = remark or other dose. Unless noted, calls come from the whole dose curve; as a rule, active = well fitted curve in the direction sought with a large enough effect; inconclusive = small, poorly fitted or top-dose-only effect, or another doubt; inactive = no such curve, though single readings can be large; an effect the other way counts as inactive or inconclusive. These rows are one share of the data; the hit share may differ from the screen's.

Molecule	EPAC1 agonist	IL2 activator	PLK1 PBD inh	EPAC2 agonist	WRN helicase inh	CCT modulator	PI5P4K alpha inh	EPAC1 antag
CCCCNC(=O)C(CC)(ONc1ccccc1C(F)(F)F)c1ccccc1OC (configuration not stated)	-16.0%	-0.1	-0.8%	-1.8%	-3.4%	-0.8	-3.4	-9.3%
Cc1cc(C)nc(NC(=O)/C=C/c2ccccc2Cl)n1	-5.8%	-3.3	-1.4%	6.5%	-9.3%	-1.3	5.4	-19.0%
Cc1ccc(N2C(=O)N(CC(=O)Nc3ccc(C)c(C)c3)C(=O)C2C)cc1 (configuration not stated)	3.7%	-3.4	-1.8%	7.1%	-11.8%	-2.1	9.0	-3.2%
CC(C)C(C(=O)Nc1ncn[nH]1)N1C(=O)c2ccccc2C1=O (configuration not stated)	-1.4%	0.1	3.3%	3.8%	-1.8%	-0.9	-3.5	3.9%
COc1ccc(CCNc2nc3c(c(=O)n(C)c(=O)n3C)n2C)cc1OC	3.6%	6.3	3.0%	0.2%	-0.6%	-0.7	x	-2.3%
CCOc1ccc2nc(NC(=O)Nc3ccccc3)sc2c1	1.3%	-3.7	-4.2%	-1.5%	-7.7%	0.8	0.9	2.2%
Cc1nn(-c2ccccc2)c(C)c1NC(=O)COC(=O)c1cccc(OC(F)F)c1	2.4%	1.4	-4.5%	-8.8%	-4.9%	1.0	3.7	-19.1%
COc1ccc(CNC(=O)C2CCN(c3nc(OC)nc(OC)n3)CC2)cc1	-6.7%	-1.0	-5.6%	5.9%	-16.6%	0.2	x	7.3%
COCCN1C(=O)N(c2ccc(Cl)cc2)C(=O)C1CC(=O)Nc1cc(OC)cc(OC)c1 (configuration not stated)	1.3%	1.2	-6.2%	-6.5%	4.9%	1.6	2.1	-18.2%
O=C(Cc1ccccc1)NCC(=O)N/N=C/c1cccnc1	5.0%	0.3	2.1%	8.5%	-23.1%	-2.1	-4.1	13.5%
Cc1cc(C(=O)COC(=O)c2ccc(N)c([N+](=O)[O-])c2)c(C)n1-c1ccc2c(c1)OCO2	4.9%	-5.0	-5.8%	3.4%	2.2%	0.7	-10.4	-4.9%
Clc1ccc2nc(CSc3nnc(-c4c[nH]c5ccccc45)o3)cn2c1	-4.3%	-4.3	1.0%	3.7%	-1.7%	0.0	6.5	2.5%
COCCCC1CCN(C(=O)c2cc(COc3ccc(C)nc3)on2)CC1	-9.3%	-1.2	3.4%	10.3%	-18.7%	-1.1	5.9	6.5%
COc1cccc(C(C#N)N2CCOCC2)c1 (configuration not stated)	-0.3%	-0.5	-2.1%	8.6%	-8.6%	1.6	3.2	14.0%
O=C(O)c1ccc(S(=O)(=O)NN=Cc2c[nH]c3ccccc23)cc1	-0.9%	0.1	0.7%	10.3%	0.8%	-0.2	2.3	0.4%
O=C1CC(c2ccc3c(c2)OCCO3)Oc2ccc([N+](=O)[O-])cc21 (configuration not stated)	6.9%	-1.0	-16.7%	16.5%	-26.7%	-0.4	1.3	-20.3%
COc1cccc(C(C)(O)c2nc(/C=C/c3ccccc3)cs2)c1 (configuration not stated)	0.3%	-0.5	-18.1%	23.3%	-11.0%	-2.2	5.3	-10.6%
O=C1NC[C@@H](CCCCN2CCN(Cc3ccccc3)C(=O)C2=O)N(CC2CCCCC2)C1=O	-4.2%	1.1	-11.8%	9.6%	-1.4%	0.9	-0.6	-0.7%
COc1cc(Cl)c(CN2CCCC(CO)(Cc3ccccc3)C2)cc1OC (configuration not stated)	-0.7%	-3.0	-11.9%	-0.1%	-2.0%	0.0	-0.7	2.8%
O=c1[nH][nH]c2c1C(c1ccc(Cl)c(Cl)c1)OC(CCc1ccccc1)C2 (configuration not stated)	-5.2%	0.0	-4.1%	16.0%	-1.7%	-0.3	13.5	-5.1%
COCc1cc(C)nc(SCc2nc3ccccc3c(=O)[nH]2)c1C#N	18.5%	0.7	4.4%	-1.0%	1.1%	-0.5	2.4	-6.6%
Cc1occc1C(=O)N/N=C/c1ccc2c(c1)OCO2	-5.3%	-0.4	-1.2%	-1.5%	5.1%	-1.4	-54.3*	5.8%
O=C(O)c1c(NC(=O)N2CCCC2)sc2c1CCCC2	2.0%	-0.1	-11.4%	3.4%	2.3%	-1.3	0.0	-17.0%
CCC(C(=O)Nc1ccc([N+](=O)[O-])cn1)c1ccccc1 (configuration not stated)	-1.5%	0.1	-13.7%	14.6%	5.5%	-0.2	0.4	-5.6%
CCCCNC(=O)C1CCN(C(=O)Nc2ccc(C)cc2)CC1	7.5%	-1.5	0.7%	-0.8%	-2.6%	0.1	6.6	-27.5%
Cc1cc(C(=O)NN=Cc2ccc(OC(=O)c3ccco3)cc2)c(C)o1	-11.5%	-4.6	4.9%	3.8%	0.9%	-1.6	-4.7	-1.6%
COc1ccc(CN2CCN(C(=O)CCC(=O)Nc3nnc(C4CCCCC4)s3)CC2)cc1F	4.6%	-2.1	-9.4%	12.7%	-3.1%	-1.4	0.9	-5.1%
Cc1ccccc1-c1nn(-c2ccccc2)cc1C(=O)NCC(c1ccco1)N1CCCC1 (configuration not stated)	7.3%	0.6	-5.7%	4.2%	0.3%	2.4	-3.4	9.7%
CC(=O)N1CCN(C(=O)COc2ccc3oc4c(c3c2)CCCC4)CC1	0.5%	0.2	-3.6%	-1.1%	-4.5%	1.6	-2.1	15.8%
C=C(C(=O)O)C1CCC2(C)CCCC(C)(O)C2C1 (configuration not stated)	4.4%	2.0	-4.4%	5.3%	-3.4%	0.3	7.5	-13.4%

One compound at a time (already shown).
Entry for O=C1NC[C@@H](CCCCN2CCN(Cc3ccccc3)C(=O)C2=O)N(CC2CCCCC2)C1=O : EPAC1 agonist = -4.2%; IL2 activator = 1.1; PLK1 PBD inh = -11.8%; EPAC2 agonist = 9.6%; WRN helicase inh = -1.4%; CCT modulator = 0.9; PI5P4K alpha inh = -0.6; EPAC1 antag = -0.7%
Entry for CCOc1ccc2nc(NC(=O)Nc3ccccc3)sc2c1 : EPAC1 agonist = 1.3%; IL2 activator = -3.7; PLK1 PBD inh = -4.2%; EPAC2 agonist = -1.5%; WRN helicase inh = -7.7%; CCT modulator = 0.8; PI5P4K alpha inh = 0.9; EPAC1 antag = 2.2%

(more compounds)
Molecule	EPAC1 agonist	IL2 activator	PLK1 PBD inh	EPAC2 agonist	WRN helicase inh	CCT modulator	PI5P4K alpha inh	EPAC1 antag
O=C(CC1c2ccccc2Oc2ccccc21)N1CCN(c2ccccn2)CC1	16.0%	-0.8	3.2%	13.1%	-17.2%	3.1	x	-12.8%
COc1cccc(NC(=O)CSc2nc3c(sc4ccccc43)c(=O)n2CCN(C)C)c1	0.7%	-1.1	u	-12.1%	u	-0.9	22.2	u
C/C(O)=c1/cnc2nc3ccccc3n2c1=O	2.8%	5.2	-7.8%	4.7%	-6.1%	-3.3	-0.1	27.4%
COc1cc(/C=N/NC(=O)COc2ccc(-n3cnnn3)cc2)ccc1OCC(N)=O	5.6%	1.4	-7.4%	9.7%	-6.4%	-1.9	1.7	3.3%
CCCCN(CC)CCNC(=O)c1cc2cc3ccc(Cl)cc3nc2o1	16.1%	-0.9	-4.8%	2.8%	-5.2%[57.1 µM]	1.0	-2.6	3.3%
CC1(C)CC(NC(=O)C23CCC(C)(C(=O)C2)C3(C)C)CC(C)(C)N1 (configuration not stated)	2.3%	-0.5	-3.8%	6.4%	11.1%	-3.3	x	-0.2%
Cc1cc(S(=O)(=O)N2CCCC2)ccc1OCC(=O)NCc1ccccn1	-4.2%	-0.4	-0.9%	0.2%	-12.4%	-0.8	-2.7	3.8%
C=CC[C@@H](CC(=O)N[C@@H](CO)Cc1ccccc1)C(=O)N[C@H](COC(=O)[C@H](CC=C)CC(=O)OC(C)(C)C)Cc1ccccc1	-15.5%	0.3	3.9%	-12.1%	2.3%	-1.5	-3.6	-0.3%
COc1ccc(CCNC(=O)CCC(=O)N2CCN(S(=O)(=O)c3ccccc3)CC2)cc1OC	-2.4%	0.0	-10.2%	4.3%	5.4%	-2.6	x	-3.6%
Cc1[nH]c2ccccc2c1C(=O)C(=O)N1CCN(c2ccccc2F)CC1	0.6%	1.3	-12.5%	14.0%	0.0%	-0.4	-3.7	-13.4%
CCCC12CN3CCN(CC(C3)/C1=N\NC(=O)c1ccccc1N)C2	7.7%	-3.1	-11.3%	3.7%	-0.4%	-2.7	2.4	-5.5%
O=C(CN1C(=O)NC2(CCCCC2)C1=O)Nc1ccc2[nH]c(=O)[nH]c2c1	-6.2%	3.8	-13.7%	7.4%	-7.5%	-1.4	-5.5	-4.8%
COCCCn1c(SCC(=O)Nc2ccc(C)cc2)nc2ccccc2c1=O	-4.9%	-1.2	-1.1%	-13.9%	-4.7%	1.3	0.3	10.1%
O=C(O)Cc1csc(Nc2cccc(Cl)c2)n1	-19.8%	-0.1	-11.1%	8.6%	-12.8%	2.3	2.1	-14.4%
CC(=O)c1cccc(S(=O)(=O)N2CCCC(c3nc(-c4ccc(C)o4)no3)C2)c1 (configuration not stated)	14.0%	3.5	-20.2%	16.3%	-18.5%	0.4	x	-5.1%
CCC(C)N1CCN(S(=O)(=O)Cc2ccccc2)CC1 (configuration not stated)	2.0%	0.2	1.8%	0.6%	-4.0%	-0.3	4.8	-5.0%
C[C@@H]1O[C@H](C2CCCC2)CC2=C1C(=O)OC(C)(C)O2	5.8%	-0.7	-2.4%	1.5%	-1.0%	-3.1	-4.2	5.9%
Cc1ccc(OCCNS(=O)(=O)c2ccc(N3CCCC3=O)cc2)cc1C	9.7%	-2.7	-8.8%	2.3%	-22.8%	0.7	x	-10.1%
Cc1cc(C)nc(-n2nc(C)c(Br)c2Nc2ccc(Br)cc2)n1	6.8%	-1.0	-11.9%	9.5%	-3.7%	-0.7	0.3	0.1%

Compounds listed so far that have a thiophene ring, fused or not, in the order listed:
Molecule	EPAC1 agonist	IL2 activator	PLK1 PBD inh	EPAC2 agonist	WRN helicase inh	CCT modulator	PI5P4K alpha inh	EPAC1 antag
O=C(O)c1c(NC(=O)N2CCCC2)sc2c1CCCC2	2.0%	-0.1	-11.4%	3.4%	2.3%	-1.3	0.0	-17.0%
COc1cccc(NC(=O)CSc2nc3c(sc4ccccc43)c(=O)n2CCN(C)C)c1	0.7%	-1.1	u	-12.1%	u	-0.9	22.2	u
